High-throughput results: PubChem, several laboratories
zVAD death inh = inhibitors of zVAD-triggered necroptosis, primary screen, L929 cells. L929 zVAD necroptosis rescue, ATP luminescence, 24 h; with zVAD 60 µM. viability rescue, % at 10 µM. 220,000 tested, 0.38% active. AID 1377, 2008;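 active means activation, scaled between plate controls, above about 75%, limit read from the data; inactive means activation under that limit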;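 further: 0% = zVAD with DMSO and 100% = DMSO alone without zVAD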
14-3-3 Bad inh = inhibitors of 14-3-3 zeta/Bad binding, primary screen, biochemical, TR-FRET, bovine 14-3-3 zeta; 14-3-3 protein zeta/delta (Bos taurus), P63103; TR-FRET 14-3-3zeta/Dy647-pBad peptide displacement, 1 h; inhibition, % at 21.7 µM; 220,000 tested, 0.71% active;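 active means inhibition above about 70%, limit read from the data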;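 further: 0% = full 14-3-3 plus peptide FRET controls and 100% = background without 14-3-3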
eIF4E-4G inh = eIF4E–eIF4G protein interaction inhibitors, primary screen, biochemical, uHTS, TR-FRET, eIF4GI fragment; AID 782, 2007; Eukaryotic translation initiation factor 4E (Mus musculus) + Eukaryotic translation …; 220,000 tested, 0.37% active; TR-FRET eIF4E-eIF4GI(517-606) binding, 2 h; inhibition, % at 21.7 µM;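 active means inhibition above about 30%, limit read from the data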;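 further: 0% = full FRET control wells and 100% = background wells lacking eIF4GI fragment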
Rad51 HR inh = human RAD51 strand exchange inhibitors, primary screen, biochemical, fluorescence; hRad51 DNA strand exchange, fluorescence dequenching; inhibition, % at 10 µM; 200,000 tested, 0.085% active;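 active means inhibition above 40% at the single screening dose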;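 further: 0% = DMSO control wells and 100% = blanks with heterologous ssDNA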
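material = hRad51 filaments on single-stranded DNA | reagent = Donor/quencher-labelled 47-bp dsDNA substrate | compound = 10 µM final, single point | schedule = strand-exchange reaction 15 min at room temperature | measured by = fluorescein emission 520 nm, excitation 485 nm | read-out basis = % inhibition versus plate control and blank means | benchmarks = plate controls and plate blanks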
PGE2 EP2 inh = human EP2 receptor antagonists, primary screen, TR-FRET cAMP, C6 glioma cells | Prostaglandin E2 receptor EP2 subtype (Homo sapiens), P43116 | C6 glioma cells expressing human EP2; cells stimulated with saturating PGE2 | inhibition, % at 25 µM | 260,000 tested, 0.52% active;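 active means percent inhibition above 40 after rounding to a whole number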;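 further: rat C6 glioma host cells with rolipram phosphodiesterase inhibitor present; the protocol text gives 20 µM as final concentration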
Target sequence (P43116 whole entry, looked up): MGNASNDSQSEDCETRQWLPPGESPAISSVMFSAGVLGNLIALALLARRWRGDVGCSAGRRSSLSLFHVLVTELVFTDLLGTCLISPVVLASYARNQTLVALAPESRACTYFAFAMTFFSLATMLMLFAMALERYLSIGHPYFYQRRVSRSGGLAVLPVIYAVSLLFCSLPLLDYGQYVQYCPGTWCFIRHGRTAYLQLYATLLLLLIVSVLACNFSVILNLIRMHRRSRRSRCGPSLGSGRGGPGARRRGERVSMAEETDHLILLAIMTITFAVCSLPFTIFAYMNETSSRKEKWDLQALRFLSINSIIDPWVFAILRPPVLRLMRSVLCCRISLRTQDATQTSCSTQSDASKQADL
TbHK1 inh = Trypanosoma brucei hexokinase 1 inhibitors, primary screen, biochemical, G6PDH-coupled NADH absorbance, MLSCN library. hexokinase 1 [Trypanosoma brucei]. recombinant TbHK1, G6PDH-coupled NADH A340. inhibition, % at 10 µM. 220,000 tested, 0.11% active. AID 1430, 2008;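 active means inhibition of 50% or more in the single-dose primary screen; inactive means inhibition below 50%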
EP2 mod = EP2 receptor modulators, cAMP readout, primary screen, cell-based, HTRF cAMP, PGE2 stimulation | Prostaglandin E2 receptor EP2 subtype (Homo sapiens), P43116 | EP2-expressing cells, cAMP HTRF FRET, PGE2 co-stimulation | induction, % at 25 µM | 260,000 tested, 0.83% active | AID 940, 2007;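 active means compounds whose cAMP rise, as percent of the full-agonist control response, exceeds 60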;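 further: rat C6 glioma line stably carrying human EP2 under a CMV promoter; the protocol text gives 20 µM as final concentration; 100% = response of wells given 1 µM PGE2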
m-calpain inh = inhibitors of pig calpain II, primary screen, biochemical, fluorogenic peptide substrate, 1536-well; purified calpain II, 30 min; inhibition, % at 16 µM; 220,000 tested, 0.37% active; AID 1236, 2008;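 active means inhibition above about 50%, limit read from the data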
Hck-Nef inh = inhibitors of Nef-activated human Hck kinase, primary screen, biochemical, Z-Lyte FRET, 384-well, Hck-YEEI; Tyrosine-protein kinase HCK (Homo sapiens), P08631; Recombinant Hck-YEEI plus Nef, Z-Lyte FRET kinase assay; inhibition, % at 20 µM; 220,000 tested, 0.68% active; AID 463187, 2010;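 active means Hck-Nef kinase inhibition above about 50%, limit read from the data; inactive means inhibition below that limit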;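 further: 0% = DMSO with Hck plus Nef and 100% = Hck alone without Nef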
Target sequence (P08631 whole entry, looked up): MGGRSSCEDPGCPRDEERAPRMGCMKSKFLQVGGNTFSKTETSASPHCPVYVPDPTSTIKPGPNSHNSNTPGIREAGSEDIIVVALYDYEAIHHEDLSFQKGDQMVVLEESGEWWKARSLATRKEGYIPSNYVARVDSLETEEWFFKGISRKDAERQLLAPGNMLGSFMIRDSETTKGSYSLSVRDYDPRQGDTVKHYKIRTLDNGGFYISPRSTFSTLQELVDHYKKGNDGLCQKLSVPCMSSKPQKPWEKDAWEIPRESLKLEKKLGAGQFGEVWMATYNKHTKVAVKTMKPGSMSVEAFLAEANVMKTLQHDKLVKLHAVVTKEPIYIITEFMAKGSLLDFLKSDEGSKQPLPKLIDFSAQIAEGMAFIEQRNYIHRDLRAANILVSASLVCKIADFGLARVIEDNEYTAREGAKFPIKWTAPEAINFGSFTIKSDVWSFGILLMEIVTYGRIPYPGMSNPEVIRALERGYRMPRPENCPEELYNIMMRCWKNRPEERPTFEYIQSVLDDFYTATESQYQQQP
* marks the source's active call; other numbers are inactive results; i = inactive; · = no result given; & = joins results of further samples; [ ] = remark or other dose. These rows are one share of the data; count on the stated rates, not on these rows.

SMILES	zVAD death inh	14-3-3 Bad inh	eIF4E-4G inh	Rad51 HR inh	PGE2 EP2 inh	TbHK1 inh	EP2 mod	m-calpain inh	Hck-Nef inh
COc1ccc(OC)c2c1C(=O)C(Cl)=C(Cl)C2=O	20.3	6.7	7.4	6.4	112.0*	4.4	-33.3	17.8	-38.5
O=C(CN1CCCCCC1)OCCN=C1NS(=O)(=O)c2ccccc21	-0.4	3.0	-15.0	4.0	8.3	1.2	10.2	-14.5	0.9
COc1ccc(-n2c(SCC(=O)OC(C)C)nnc2-c2ccccn2)cc1	-0.2	-1.8	-0.9	-9.8	3.9	22.5	-19.9	23.1	3.8
NC(=O)c1nsc(C(=O)N(CC(=O)NCc2ccco2)c2ccccc2F)c1N	4.1	7.0	-0.1	5.1	6.9&6.6	-15.8	-39.9&-34.5	-108.2	35.0
COc1cc(C=O)cc(Br)c1OCC(N)=O	8.5	37.7	0.1	-16.3	1.4	8.2	-24.9	14.4	9.5
O=C(NN=C1CCCCCCCCCCC1)c1ccccc1F	0.5	20.4	-3.1[fluorescence artefact?]	-6.0	12.4	40.0	36.5	31.3	-2.7
COCc1[nH]nc2c1C(c1ccccc1F)C(C#N)=C(N)O2 (stereo not given)	0.1	6.8	1.7	-3.4	9.2	1.0	13.2	2.6	-7.9
COc1ccc(/C=N/NC(=O)c2cnccn2)c(OC)c1OC	0.1	-0.4	3.0	-2.6	4.9	-60.9	-12.0	-3.9	2.3
O=C(CN(Cc1cccs1)S(=O)(=O)c1ccc(S(=O)(=O)N2CCCCC2)cc1)Nc1ccccc1	0.5	1.5	2.7	4.8	5.7	-0.9	-17.8	-24.7	-0.6
Cc1ncc(CO)c(/C=N/NC(=O)c2cc3c(s2)CCCC3)c1O	64.0	-16.7	-2.1	-23.7	10.5	-10.8	-36.5	i	-79.9
COc1ccccc1C(=O)NC(CCSC)C(=O)OCC(=O)NC(=O)NCc1ccco1 (stereo not given)	0.7	7.1	-1.2	-2.2	9.6	4.9	25.8	-61.5	-0.5
Cc1sc2c(c1C)CN(C(C)(C)C)CN2C(=O)c1ccccc1	-0.1	-18.6	-2.5	5.1	15.2	4.4	6.0	8.4	-14.0
O=C(COC(=O)CC1CC2CCC1C2)Nc1cccc(S(=O)(=O)NC2=NCCCCC2)c1 (stereo not given)	0.5	-1.5	1.8	11.3	10.8	-0.4	-14.6	-12.9	-39.3
O=C(O)CC(NC(=O)c1ccncc1)c1ccccc1 (stereo not given)	0.3	1.2	-3.4	-18.4	2.9	-2.5	20.6	-10.8	22.7
CCOC(=O)c1cnc(-c2ccccc2)nc1N	0.4	2.0	-11.5	-12.3	7.0	-0.6	-7.7	-3.6	15.5
CN1CCc2c(sc3c2c(NCc2ccco2)nc2nnnn23)C1	-0.3	13.1[fluorescence artefact?]	-7.7[fluorescence artefact?]	-3.7	10.4	-7.7	0.4	-41.1	10.9
Nc1nc2c(c(=O)[nH]1)C(c1ccccc1)C1=C(N2)c2ccccc2C1=O (stereo not given)	0.5	-4.5	4.5	-13.5	3.9	-7.9	-11.8	2.1	15.3
CCOC(=O)CC1=C(C(=O)OCC)C(c2ccncc2)C(C#N)=C(N)O1 (stereo not given)	-0.3	-6.3[fluorescence artefact?]	-5.2	-0.3	20.4	-11.5	-24.7	13.5	-0.4
COc1cccc(NC(=O)NC2CCCCC2C)c1 (stereo not given)	42.6	-0.8	-1.6	·	6.8	-6.0	-18.2	4.0	3.8
Cc1cc(C)nc(NS(=O)(=O)c2ccc(N3C(=O)C4CC=C(Cl)CC4C3=O)cc2)n1 (stereo not given)	-0.3	4.0	-1.3[fluorescence artefact?]	-4.1	2.9	20.3	-29.9	1.2	2.4
CC(C)[C@H](NS(=O)(=O)c1ccccc1)C(=O)OCC(=O)Nc1ccccc1Sc1ccccc1	-0.3	-3.8[fluorescence artefact?]	11.2[fluorescence artefact?]	6.4	1.9	0.9	44.4	9.8	4.3
Cc1nc(N)c(Cc2ccccc2F)c(N)n1	1.8	-10.5	-0.7	-32.1	6.5	-0.8	10.0	-4.8	24.3
O=C(CCC1CCCN(C(=O)c2ccncc2)C1)NCc1ccc(F)c(F)c1 (stereo not given)	1.0	-2.9	-1.0	·	3.4	-7.0	-3.1	16.0	-3.1
Cc1ccsc1C1C(C#N)=C(N)OC2=C1C(=O)CC(C)C2 (stereo not given)	4.3	45.6	-0.5	2.9	3.1	-4.6	26.1	13.4	31.2
N[C@@H](Cc1ccccc1)c1nnc2sc(SCc3ccccc3)nn12	-0.1	6.2[fluorescence artefact?]	2.5[fluorescence artefact?]	-1.8	8.0	-1.7	10.1	-21.4	1.3
CCc1ccc(C2CC(c3ccc(Cl)cc3)n3nc(N)nc3N2)cc1 (stereo not given)	1.3	-6.2	0.7	9.6	5.9	-0.4	-9.9	-15.8	11.2
CCC(CC)C1C(C#N)=C(N)SC(N)=C1C#N	0.4	-1.7	-1.2	-9.1	11.0	-6.7	12.7	-3.6	5.9
O=C(CCc1ccc(S(=O)(=O)N2CCOCC2)cc1)NN=C1CCCCCCC1	0.8	3.2	2.1[fluorescence artefact?]	-2.2	1.7	-7.5	8.9	22.0	3.0
O=C1C(=O)N(CCOCCO)C(c2ccccn2)/C1=C(\O)c1ccccc1 (stereo not given)	-0.2	14.6	0.7	2.6	8.0	-24.5	23.7	-16.0	-0.4
CC(NC(=O)C1CCCC1)c1ccc2c(c1)OCCO2 (stereo not given)	0.1	1.0	-3.9	2.2	13.3	2.2	-5.8	-7.0	-0.4
C=CCOc1c(Cl)cc(CNc2ccc(C)c(Cl)c2)cc1OC	-1.1	-8.7	6.2[fluorescence artefact?]	-1.7	4.5	5.2	33.4	5.8	-27.7
CC(C)(C)OC(=O)NNC(=O)c1ccc(Cl)cc1	0.1	3.7[fluorescence artefact?]	2.1[fluorescence artefact?]	10.4	9.1	3.8	4.6	-38.6	1.3
O=C(O)Cn1cc(C(=S)N2CCCCC2)c2ccccc21	-0.2	0.0	2.3	6.4	11.5	-11.3	-6.3	22.8	16.0
CCOc1ccc(S(=O)(=O)N2CCN(C(=S)NCc3ccccc3)CC2)cc1	19.2	-1.7	0.5	-0.4	12.8	-3.5	-70.4	0.2	-2.4
Cc1nc(NC(=O)c2ccccc2)sc1-c1csc(Nc2ccc(Cl)cc2Cl)n1	0.2	76.1*[fluorescence artefact?]	-20.5	-0.2	11.1	-14.8	18.2	-308.7	0.3
Cc1nn(CC(=O)Nc2ccc(S(=O)(=O)N(C)C)cc2)c(C)c1[N+](=O)[O-]	1.1	-4.7	3.0	-3.8	7.9	5.9	-9.5	-0.3	-0.1
CCc1ccc2c(c1)C1(NN=C(c3cccc4ccccc34)S1)C(=O)N2 (stereo not given)	0.6	3.8	3.1	-34.6	15.5	12.3	45.6	-46.9	7.8
O=C(CNC(=O)c1ccc(Cl)cc1Cl)OCC(=O)c1ccc2c(c1)OCCO2	0.1	1.4	6.9	3.6	13.2	-7.1	33.3	-38.6	2.0
CC(C)(CNC(=O)c1cc(=O)[nH]c2ccccc12)N1CCOCC1	-0.4	34.6	3.0	·	·	-11.9	12.0	-77.3	1.6
COc1ccc(OCC(=O)OCCN(C)C)cc1	0.7	21.1[fluorescence artefact?]	3.0[fluorescence artefact?]	3.8	9.3	-5.8	24.3	14.5	-20.9
O=S(=O)(c1ccc(F)c2ccccc12)N1CCCCC1	-0.5	-12.3	3.4	-3.6	9.9	6.7	29.4	14.2	-0.5
CCOC(=O)c1c(NC(=O)Cn2c(=O)oc3ccccc32)oc(C)c1C(C)=O	0.3	11.4	1.4[fluorescence artefact?]	-8.8	13.5	1.3	17.2	-16.1	10.4
Cn1nnc2cc(C(=O)NCc3ccc4c(c3)OCO4)ccc21	-0.1	4.8	0.3	-4.5	8.9	6.4	0.0	-6.5	0.4
C=CCN1C(=O)C(CC(=O)O)SC1=Nc1cccc([N+](=O)[O-])c1 (stereo not given)	2.9	-0.7	0.7	6.6	6.7	-3.7	17.8	-8.7	-12.6
CCn1c(=O)cc(SCC(=O)N2CCOCC2)c2ccccc21	-0.5	6.6	-6.7[fluorescence artefact?]	-5.7	12.2	-4.1	42.7	5.7	-0.3
COc1cccc(CNC(=O)CCC2CCCN(C(=O)CCC(F)(F)F)C2)c1 (stereo not given)	0.3	2.1	3.2	·	4.8	-10.9	4.3	16.2	-9.2
COc1ccc(CCN(C)c2ccc(S(=O)(=O)N3CCCC3)cc2[N+](=O)[O-])cc1OC	-0.2	0.3	1.6[fluorescence artefact?]	-2.9	1.6	-2.1	0.7	9.8	4.6
O=C(CN1C2=NCCCN2c2ccccc21)c1ccc2c(c1)OCO2	-0.6	-4.5	6.3	-1.1	10.3	-3.1	5.3	-8.2	1.9
COc1cc2c(cc1OC)CN(S(C)(=O)=O)CC2	-0.8	0.2[fluorescence artefact?]	1.2[fluorescence artefact?]	-5.2	10.3	-0.7	-2.8	-23.7	1.1
COC(=O)N/N=C/c1ccccc1Cl	-1.2	4.2	0.7	-3.3	4.0	6.6	-10.7	16.3	-30.6
CCN1CCN(C(=O)c2ccccc2N(C)S(=O)(=O)c2ccc(C)cc2)CC1	-0.2	-7.3[fluorescence artefact?]	6.8[fluorescence artefact?]	-2.6	10.2	-2.6	-6.4	-26.0	-0.8
O=C(NCCCN1CCOCC1)c1cccc(S(=O)(=O)Nc2cc(Cl)ccc2Cl)c1	2.6	0.4	-0.6	-1.1	0.9	-0.8	8.7	-6.7	-3.3
CCC(C)Sc1nnc(-c2c[nH]c3ccccc23)n1CCOC (stereo not given)	2.9	8.4	-3.4	-2.9	13.5	8.7	-9.5	12.8	-0.8
O=C(NC1(N2CCOCC2)CC1)c1ccc(Cl)cc1	0.7	-6.2	5.0	14.0	12.9	-8.6	3.6	6.1	6.8

Full records, looked up by structure. Screens in order: zVAD death inh	14-3-3 Bad inh	eIF4E-4G inh	Rad51 HR inh	PGE2 EP2 inh	TbHK1 inh	EP2 mod	m-calpain inh	Hck-Nef inh
Cn1nnc2cc(C(=O)NCc3ccc4c(c3)OCO4)ccc21 as listed: -0.1	4.8	0.3	-4.5	8.9	6.4	0.0	-6.5	0.4
COC(=O)N/N=C/c1ccccc1Cl as listed: -1.2	4.2	0.7	-3.3	4.0	6.6	-10.7	16.3	-30.6
O=C(NC1(N2CCOCC2)CC1)c1ccc(Cl)cc1 as listed: 0.7	-6.2	5.0	14.0	12.9	-8.6	3.6	6.1	6.8
CCC(C)Sc1nnc(-c2c[nH]c3ccccc23)n1CCOC (stereo not given) as listed: 2.9	8.4	-3.4	-2.9	13.5	8.7	-9.5	12.8	-0.8
